Source: PubChem BioAssay (National Center for Advancing Translational Sciences (NCATS))
Sm TGR inh = qHTS Assay for the Inhibitors of Schistosoma Mansoni Peroxiredoxins; Schistosoma mansoni thioredoxin glutathione reductase (TGR), Q962Y6; purified TGR, DTNB reduction, TNB absorbance 405 nm; Potency, µM (doses to about 114 µM), inactives show at the top dose activity change, negative = inhibition, most hits filed as inhibitors; 360,000 compounds, 3% hits; AID 485364, 2010; note: potency is the fitted concentration of half-maximal effect; nearly all actives have a fitted effect of over 60% in size
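First, TGR (20 nM dispensed) and NADPH were mixed with compound. Second, a 15 min room-temperature incubation followed. Third, further NADPH and then DTNB were added to start the reaction. Finally, TNB absorbance was monitored kinetically.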
HCMV antiviral = qHTS Assay for inhibitors of the human cytomegalovirus (HCMV) | 410,000 compounds, 4.5% hits | HFF cells, HCMV-luciferase reporter, 72 h; hits give low values | activity change, negative = inhibition, % at 57.5 µM; in the data active = activity change below about -60%; inconclusive = no clear call, values can overlap the other calls; inactive = above about -39%
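Compounds were evaluated in HFFs infected with an HCMV luciferase reporter virus (MOI 1 PFU/cell). Luciferase in lysates collected 72 h post infection served as the replication measure.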
AMA1-RON2 inh = qHTS for Inhibitors of AMA1-RON; Towards Development of Antimalarial Drug Lead: Primary Screen; AlphaScreen AMA1-biotinylated RON2 peptide binding; Potency, µM (series often up to 58.2 µM), inactives show at the highest dose activity change, negative = inhibition, hits mostly inhibitors; 360,000 compounds, 0.2% hits; AID 720542, 2013;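 note: potency is the fitted concentration of half-maximal effect; 0% = vehicle wells and -100% = peptide control; nearly all actives have a fitted effect of over 45% in size; some results filed as inactive show a strong effect at the top dose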
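AMA1 (3D7) with his tag at 25 nM final met compounds first, then biotinylated RON2 peptide at 25 nM; detection used donor plus acceptor beads, 10 µg/mL apiece, read by AlphaScreen after 30 min at room temperature.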
AmpC no deterg = qHTS Inhibitors of AmpC Beta-Lactamase (assay without detergent); 330,000 compounds, 0.52% hits; P00811; AmpC nitrocefin hydrolysis, absorbance 480 nm, 0.0001% Triton; AID 485341, 2010; Potency, µM (doses to about 57.1 µM), for the others: at the top dose activity change, negative = inhibition, hits mostly inhibitors;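 note: potency is the fitted concentration of half-maximal effect; plate controls were no compound for no effect and no enzyme for full effect; nearly all actives have a fitted effect of over 20% in size; some results filed as inactive show a strong effect at the top dose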
Target sequence (P00811 whole entry, looked up): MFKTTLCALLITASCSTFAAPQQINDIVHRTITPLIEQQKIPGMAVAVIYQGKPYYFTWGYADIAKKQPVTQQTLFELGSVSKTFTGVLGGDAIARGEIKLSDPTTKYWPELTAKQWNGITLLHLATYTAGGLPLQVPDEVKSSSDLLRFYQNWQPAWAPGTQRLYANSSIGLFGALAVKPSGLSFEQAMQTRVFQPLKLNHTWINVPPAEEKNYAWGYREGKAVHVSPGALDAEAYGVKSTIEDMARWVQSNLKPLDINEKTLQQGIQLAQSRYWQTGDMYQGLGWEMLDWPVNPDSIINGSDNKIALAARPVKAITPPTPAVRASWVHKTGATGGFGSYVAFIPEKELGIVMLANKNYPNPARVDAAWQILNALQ
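AmpC (5.3 nM in the dispensed reagent) in 20 mM phosphate pH 7.0 with 0.01% (detergent screen) or 0.0001% Triton X-100 was preincubated with compounds for 15 min at room temperature. Nitrocefin was then added from an 800 uM solution, and hydrolysis was followed at 480 nm.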
AmpC detergent = qHTS Inhibitors of AmpC Beta-Lactamase (assay with detergent) | P00811 | AmpC hydrolysis of nitrocefin, absorbance 480 nm, 0.01% Triton | Potency, µM (highest dose often 114 µM), for inactives: top-dose activity change, negative = inhibition, actives largely listed as inhibitors | 370,000 compounds, 0.041% hits | AID 485294, 2010;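 note: potency is the fitted concentration of half-maximal effect; 0% = no-compound wells and -100% = no-enzyme wells; nearly all actives have a fitted effect of over 25% in size; some results filed as inactive show a strong effect at the top dose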
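20 mM phosphate pH 7.0 + 0.01% (detergent screen) or 0.0001% Triton X-100; 5.3 nM AmpC reagent; cpd preinc 15 min RT; nitrocefin (800 uM stock) to start; A480 q20 s × 4 min; Activity was normalised to no-enzyme and no-compound control wells.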
FBPA Giardia inh = qHTS Assay for Inhibitors of Fructose-1,6-bisphosphate Aldolase from Giardia Lamblia; A8B2U2; 290,000 compounds, 0.71% hits; purified Giardia FBPA; Potency, µM (series often up to 59.6 µM), for inactives: at the top dose activity, negative = inhibition, hits mostly inhibitors; note: potency is the fitted concentration of half-maximal effect; nearly all actives have a fitted effect of over 55% in size
Target sequence (A8B2U2 whole entry, looked up): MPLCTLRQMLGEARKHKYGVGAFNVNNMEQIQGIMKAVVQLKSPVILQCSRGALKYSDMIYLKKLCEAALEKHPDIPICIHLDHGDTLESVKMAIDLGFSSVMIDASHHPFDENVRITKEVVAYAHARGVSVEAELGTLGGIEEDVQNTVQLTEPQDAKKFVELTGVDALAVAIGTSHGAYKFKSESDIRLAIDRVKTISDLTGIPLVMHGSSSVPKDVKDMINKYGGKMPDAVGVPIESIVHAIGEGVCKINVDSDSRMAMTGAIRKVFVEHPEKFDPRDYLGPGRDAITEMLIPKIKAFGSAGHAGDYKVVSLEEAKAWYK
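Giardia FBPA (40 nM reagent) was preincubated 10 min at RT with compound (up to 57.5 uM final), then substrate plus GAPDH/TPI/NAD/arsenate coupling system with diaphorase/resazurin was added; resorufin fluorescence (525/598 nm) was read after 20 min.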
* marks the source's active call; other numbers are inactive results; ? = inconclusive; . = not tested or not shown; [ ] = remark or other dose. Unless noted, calls come from the whole dose curve; as a rule, active = well fitted curve in the direction sought with a large enough effect; inconclusive = small, poorly fitted or top-dose-only effect, or another doubt; inactive = no such curve, though single readings can be large; an effect the other way counts as inactive or inconclusive. Unless noted, % is set by controls: 0 for no effect and ±100 for the full control effect. No enrichment for hits; about 7.8% have a hit in one of these screens.

SMILES	Sm TGR inh	HCMV antiviral	AMA1-RON2 inh	AmpC no deterg	AmpC detergent	FBPA Giardia inh
FC(F)(F)c1nc(NCC2CCCO2)c2nnn(Cc3ccccc3Cl)c2n1 (stereo not drawn)	-4.8%	-13.5	12.0%	-18.4%	-14.3%	4.4%
Fc1cccc(Nc2ncnc3sccc23)c1	-10.4%	-17.8	4.0%	-20.8%	-5.5%	-1.9%
Cc1ccc(S(=O)(=O)Nc2ncnc3sc(C)c(C)c23)cc1	-7.2%	0.0	-12.5%[11.6 µM]	-17.5%	?	.
COc1ccccc1NC(=O)c1sc2ncn(Cc3ccccc3C)c(=O)c2c1C	-15.4%	9.7	0.2%	-18.3%	-6.3%	0.6%
O=c1c2ccccc2nc(-c2ccccc2)n1CCCN1CCOCC1	-0.9%	11.6	42.0%[activator]	-15.5%	-9.0%	2.2%
CCOc1ccccc1NC(=O)Nc1ccc2nc(N3CCN(C)CC3)cc(C)c2c1	2.1%	-105.6*	.	.	21.5%	.
CCN(CC)S(=O)(=O)c1ccc(N2CCN(C)CC2)c(NC(=O)Nc2ccccc2F)c1	5.8%	24.9	-7.9%	94.8%[activator]	-1.8%	-19.0%
COc1cc(C(O)c2nc3ccccc3s2)cc(OC)c1OC (stereo not drawn)	8.8%	-35.6	2.8%	-2.6%	2.3%	0.5%
CC(c1nnc(SCC(=O)N2CC(=O)Nc3ccccc32)n1Cc1ccccc1)N(C)C (stereo not drawn)	?	45.4	16.8%	3.0%	-6.2%	0.0%
COc1ccc(N(CC(O)Cn2c3ccccc3c3ccccc32)S(=O)(=O)c2ccccc2)cc1 (stereo not drawn)	0.7%	-77.8*	-3.6%	-8.6%	-0.7%	-5.9%
O=C(N/N=C\c1ccc(F)cc1)c1ccc(Cn2cc(Br)c([N+](=O)[O-])n2)o1	?	-17.7	-3.2%	-23.4%	4.8%	-1.9%
CCC(=O)Nc1ccccc1-c1nc2ccccc2n(C(CC)C(=O)Nc2cccc(C(C)=O)c2)c1=O (stereo not drawn)	8.1%	7.9	.	.	19.1%	.
Cc1cc(NC(=O)C(C)SCC(=O)N(C)CC(=O)Nc2ccc(F)cc2)no1 (stereo not drawn)	-4.5%	-13.9	-8.3%	-17.8%	0.3%	.
CN1N=C(C(=O)NC2CCCc3c2cnn3-c2ccc(F)cc2F)CCC1=O (stereo not drawn)	-22.6%	13.2	2.6%	0.0%	-20.1%	-6.8%
CCOC(=O)c1ccc(NC(=O)Cn2cc3c(n2)CCC(C)C3)cc1 (stereo not drawn)	5.4%	7.7	0.9%	-136.0%	-10.9%	4.8%
Cc1ccc(S(=O)(=O)CC(=O)Nc2sc3c(c2C#N)CCCC3)cc1	-5.9%	0.0	.	.	0.5%	.
COc1ccc2[nH]cc(CCCN3C(=O)c4ccccc4C3=O)c2c1	-20.0%	-36.1	-15.5%	-27.3%	-4.4%	-0.7%
COc1ccc(CNS(=O)(=O)c2ccc(F)c(C(=O)Nc3ccc(OC)cc3)c2)cc1	8.7%	-37.1	-5.1%	-25.8%	0.9%	1.8%
CCOC(=O)N1CCN(C(=S)Nc2ccc3nc(N4CCN(CC)CC4)cc(C)c3c2)CC1	-1.2%	?	-14.8%	126.9%[activator]	-0.1%	-7.0%
COC(=O)C1=C(c2cccc(C#N)c2)C[C@@H]2CC[C@H]1N2C(=O)N1CCc2cc(OC)c(OC)cc2C1	-13.0%	13.4	-1.9%	161.1%[activator]	3.3%	.
CC(=O)c1ccc(C(=O)NC2CCCN(Cc3ccc(Cl)cc3)C2)s1 (stereo not drawn)	4.6%	-38.2	-1.8%	-2.6%	0.8%	.
COc1cc(NC(=O)CSc2nc(C)c(C(=O)Nc3ccccc3)c(-c3ccc(OC)c(OC)c3)c2C#N)c(OC)cc1Cl	-0.5%	20.6	.	.	-1.1%	.
COc1ccc(CCNC(=O)C(=O)NCC2CCCN2S(=O)(=O)c2cccs2)cc1 (stereo not drawn)	-10.5%	10.9	-14.4%	-21.9%	?	.
CCOc1cc(/C=C/C(=O)OCC(=O)NCC2CCCO2)cc(Cl)c1OC (stereo not drawn)	.	6.7	-7.6%	116.1%[activator]	.	.
COc1cc(CC(NC(C)=O)C(=O)NC2CCN(c3c4c(nc5ncnn35)CCC4)CC2)cc(OC)c1 (stereo not drawn)	4.5%[57.1 µM]	.	.	-16.0%	-6.2%	2.5%

Later entries:
SMILES	Sm TGR inh	HCMV antiviral	AMA1-RON2 inh	AmpC no deterg	AmpC detergent	FBPA Giardia inh
COc1cc(C)c(S(=O)(=O)Nc2ccccc2F)cc1C	-17.3%	?	1.1%	-13.7%	-3.3%	-14.1%
COc1ccc(NC(=O)/C(C#N)=C/c2ccc(OCc3cc(=O)n4nc(C)sc4n3)cc2)cc1	-3.2%	-0.1	.	.	-9.3%	.
CC1=C(C(N)=O)C(c2cccnc2)n2nc(-c3cccc(C)c3)nc2N1 (stereo not drawn)	0.2%	76.4	-1.2%	3.6%	-1.0%	7.9%
COC(=O)c1ccc(NC(=O)CSc2nccn2Cc2ccc(Cl)cc2)cc1	-1.3%	-32.4	.	.	4.0%	.
CCOc1ccc(CCNC(=O)CCc2cn(Cc3ccccc3F)c3ccccc23)cc1OCC	0.0%	56.3	.	.	23.1%	.
COc1cc(NC(=O)C2CCN(c3nc4ccccc4nc3C(F)(F)F)CC2)cc(OC)c1	8.0%	-12.4	.	.	7.0%	.
OCCNc1nc(N2CCN(c3ccccc3)CC2)nc2ccccc12	-18.5%	-11.5	-23.7%	-2.4%	2.6%	-27.3%
O=C(CSc1n[nH]c(-c2ccccc2)n1)c1ccccc1	-5.5%	36.9	25.6%	-55.0%	-5.7%	-17.5%
O=C(CN(c1cc(C(F)(F)F)ccc1Cl)S(=O)(=O)c1ccccc1)NCc1cccnc1	-16.1%	-5.1	14.2%	68.2%[activator]	-0.6%	.
Cc1ccc(C)c(OCCC(=O)OCC(=O)Nc2ccc(N3CCOCC3)cc2)c1	-1.7%	-6.4	1.3%	-1.1%	-1.4%	.
CC(C)C(C(=O)NCc1ccco1)N(CC1CCCO1)C(=O)CNS(=O)(=O)c1ccccc1 (stereo not drawn)	1.8%	-21.0	5.6%	4.4%	-7.6%	-0.3%
O=C(CN1CCCCCC1)N1c2ccccc2C=Cc2ccccc21	11.2%	0.7	-6.1%	-0.9%	2.6%	-12.7%
CCn1c(SCC(=O)Nc2ccc(N(C)C)cc2)nnc1C1CC1	1.6%	-16.8	-11.2%	-12.2%	-7.8%	-4.1%
CCOC(=O)[C@@H]1[C@H]2COc3ccc(Br)cc3[C@@H]2N2C(=O)N(c3ccc(OC)cc3)C(=O)[C@@]12C	.	-31.9	-9.2%	87.0%[activator]	.	.
Cc1ccccc1NC(=O)CCN1C(=O)CSC1=O	-12.1%	-20.5	-1.2%	-9.8%	-2.6%	-0.8%
COc1ccc(C2C3=C(CC(C)(C)CC3=O)N(CCN3CCOCC3)C3=C2C(=O)CC(C)(C)C3)cc1	-28.9%	12.3	-1.0%	38.3%	0.9%	2.6%
O=c1ccn(Cc2ccccc2)cc1	5.9%	-1.9	-7.1%	-10.4%	3.1%	4.5%
Cc1nnc2sc(SCC(=O)Nc3cccc(Cl)c3)nn2c1=O	3.7%	1.7	84.8%[activator]	-25.5%	1.7%	-4.2%
CCCOc1ccc(-c2c(C(=O)N/N=C(\C)c3ccncc3)nnn2-c2nonc2N)cc1	-0.2%	29.5	27.0%	-11.3%	0.8%	.
Cc1nnc(SCC(=O)N2CCN(c3ccccc3)CC2)n(N)c1=O	11.5%	10.0	6.2%	-0.1%	-3.3%	-0.5%
Cc1ccc(S(=O)(=O)N(CC(=O)Nc2ccc(C(N)=O)cc2)C(=O)N2CCN(C)CC2)cc1	7.9%	-16.9	-3.9%	-2.8%	8.4%	.
O=C(CC(=O)c1ccccc1)Nc1ccccn1	18.4%	31.9	3.2%	-19.8%	-1.0%	11.6%
O=C(c1cccs1)N1CCN(c2ccc(Cl)cc2)CC1	-33.1%	20.0	3.0%	-14.8%	0.8%	4.4%
Cc1ccc(C(=O)Nc2cccc(-c3nc4cccnc4s3)c2C)cc1	-1.1%	-7.4	.	.	1.9%	.
Cn1c(CNC(=O)c2ccc(Cl)cc2)nnc1SCC(=O)NC1CCCC1	-2.0%	2.1	9.7%	-14.4%	-21.8%	-3.4%

Next section:
SMILES	Sm TGR inh	HCMV antiviral	AMA1-RON2 inh	AmpC no deterg	AmpC detergent	FBPA Giardia inh
CCOc1cc(/C=C2/C(=N)N3N=C(CC)SC3=NC2=O)ccc1OC(=O)c1ccco1	-5.9%	-25.7	40.3%[activator]	-35.4%	1.5%	-15.7%
Cc1ccc(C(=O)NCc2ccccn2)o1	4.0%	?	58.7%[activator]	-1.3%	-9.3%	1.7%
O=C(NCc1ccccc1Cl)c1cnc2sc(N3CCCCC3)nn2c1=O	2.5%	-4.2	.	.	-4.7%	.
CCCCCn1c(SCc2cccc(C)c2)nc2c1c(=O)[nH]c(=O)n2C	1.1%	41.8	-6.2%	-16.0%	-4.9%	3.7%
Cc1n[nH]c(=O)nc1N/N=C/c1ccc(O)c([N+](=O)[O-])c1	0.1%	-11.1	137.8%[activator]	-13.3%	?	17.7µM*
CC1=C(C(=O)NC(C)C)C2(CCC(C)CC2)OC1=O (stereo not drawn)	-0.6%	28.5	-0.6%	-22.1%	?	-2.3%

Pulled one by one from above, 6 records:
SMILES	Sm TGR inh	HCMV antiviral	AMA1-RON2 inh	AmpC no deterg	AmpC detergent	FBPA Giardia inh
COC(=O)c1ccc(NC(=O)CSc2nccn2Cc2ccc(Cl)cc2)cc1	-1.3%	-32.4	.	.	4.0%	.
COc1cc(C)c(S(=O)(=O)Nc2ccccc2F)cc1C	-17.3%	?	1.1%	-13.7%	-3.3%	-14.1%
O=C(N/N=C\c1ccc(F)cc1)c1ccc(Cn2cc(Br)c([N+](=O)[O-])n2)o1	?	-17.7	-3.2%	-23.4%	4.8%	-1.9%
CCOC(=O)N1CCN(C(=S)Nc2ccc3nc(N4CCN(CC)CC4)cc(C)c3c2)CC1	-1.2%	?	-14.8%	126.9%[activator]	-0.1%	-7.0%
Cc1ccc(C(=O)Nc2cccc(-c3nc4cccnc4s3)c2C)cc1	-1.1%	-7.4	.	.	1.9%	.
Cc1cc(NC(=O)C(C)SCC(=O)N(C)CC(=O)Nc2ccc(F)cc2)no1 (stereo not drawn)	-4.5%	-13.9	-8.3%	-17.8%	0.3%	.
